Statin myotox sup = suppressors of simvastatin-induced myotoxicity in C2C12 myotubes; ATP luminescence, 48 h; scaled: DMSO 0, geranylgeraniol control 100; 0.78% of 330,000 active; rescue of ATP level, % at 7.49 µM;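 active = mean ATP rescue above about 67%, or every replicate alone reaching that limit, limit read from the data, passing the limit was not always enough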;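 note: myotubes were challenged with 10 µM simvastatin during compound exposure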
esBAF inh = inhibitors of esBAF chromatin remodeling in mouse ES cells | Bmi1-luciferase knock-in reporter, 24 h; 100% = twice the neutral-well signal | reporter increase, % at 12.5 µM | 2% of 350,000 active; in the data active = activation above about 40%;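 note: 0% = median of the plate's neutral control wells and 100% = double that signal; a rise in the Bmi1 reporter signal indicates esBAF inhibition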
Active calls of the source: *. This is a subset. The share of hits here may be higher or lower than overall.

SMILES | Statin myotox sup | esBAF inh
Cc1ccc(NC(=O)N2C(=O)C3(OCCO3)c3ccccc32)cc1 | -25.9 | 57.9*
CC1CC(C)CN(Cc2nc(N)nc(Nc3ccccc3)n2)C1 (centres undefined) | -0.9 | -5.2
O=C(NC1CCCCCCC1)c1cnccn1 | -29.9 | 12.6
Cc1occc1-c1nnc(SCC(=O)N2CCN(c3ccc(F)cc3)CC2)n1C | 5.1 | 2.2
Cc1cccn2c(=O)c3cc(C(=O)NCc4ccco4)c(=N)n(CCOCCO)c3nc12 | 5.3 | -6.6
CCCN(C(=O)CCNC(=O)Cn1cnc2ccccc2c1=O)c1cccc(Cl)c1 | 1.4 | -2.9
COc1ccc(CC(=O)Nc2ccc(S(=O)(=O)Nc3ncccn3)cc2)cc1 | -3.8 | 2.8
COCCN1CCN(C(=O)c2cc(COc3cc(C)ccc3C)on2)CC1 | -6.2 | 72.7*
CC(NC(=O)Cc1cccs1)C(c1cccs1)N1CCN(c2ccccc2)CC1 (centres undefined) | 13.5 | -6.9
COc1cc(Sc2ccc(C)cc2)c(OC)cc1N | 0.2 | -2.3
CCN1/C(=C/C=C/c2sc3ccccc3[n+]2CC)Sc2ccccc21 | -163.3 | -69.9
CC1=C(C(=O)Nc2ccccc2)C(c2ccco2)NC(=S)N1 (centres undefined) | 3.1 | -2.0
O=C1C(Cl)=C(N2CCCCC2)C(=O)C(Cl)=C1c1cnc(N2CCCCC2)s1 | 3.4 | 1.4
CCNC(=S)NNC(=O)c1cc(C2CC2)nc2ccccc12 | -5.3 | -5.0
Nc1nonc1-n1nnc(C(=O)N/N=C/c2ccoc2)c1CSc1ccccc1 | -2.2 | 2.2
O=C(Nc1nc(-c2cccs2)c(-c2ccccc2)s1)c1ccco1 | -9.1 | -9.4
Nc1ccc(SC(F)(F)F)cc1C(=O)c1ccccc1 | 30.2 | -10.5
COC(=O)c1ccc(C(C(=O)NCc2ccccc2)N(Cc2cccs2)C(=O)c2cnccn2)cc1 (centres undefined) | 4.1 | -5.4
Cn1c(=O)c2c(nc(NCC3CCCO3)n2Cc2ccccc2)n(C)c1=O (centres undefined) | -9.9 | -0.1
COc1cc(-c2noc(-c3ccccc3C(=O)NCc3ccco3)n2)cc(OC)c1OC | 100.2* | -7.1
CC(C)Cn1c(SCC(=O)NC(=O)Nc2ccc3c(c2)OCCO3)nc2ccccc2c1=O | -5.1 | 6.2
CC1=NN(C(C)C)C(=O)C1 | 13.6 | -10.0
COc1ccc(N(C)C(=O)c2ccc3nc(-c4ccccc4)c(-c4ccccc4)nc3c2)cc1 | -141.3 | -15.6
CCC(C)(C(=O)NC1CCCCC1)N(C(=O)C1CCC(=O)N1)c1ccc(C)cc1 (centres undefined) | -1.1 | 3.3

Rewritten comma-delimited: part of the list above
Molecule,Statin myotox sup,esBAF inh
CC1CC(C)CN(Cc2nc(N)nc(Nc3ccccc3)n2)C1 (centres undefined),-0.9,-5.2
O=C(NC1CCCCCCC1)c1cnccn1,-29.9,12.6
Cc1occc1-c1nnc(SCC(=O)N2CCN(c3ccc(F)cc3)CC2)n1C,5.1,2.2
Cc1cccn2c(=O)c3cc(C(=O)NCc4ccco4)c(=N)n(CCOCCO)c3nc12,5.3,-6.6
CCCN(C(=O)CCNC(=O)Cn1cnc2ccccc2c1=O)c1cccc(Cl)c1,1.4,-2.9
COc1ccc(CC(=O)Nc2ccc(S(=O)(=O)Nc3ncccn3)cc2)cc1,-3.8,2.8
COCCN1CCN(C(=O)c2cc(COc3cc(C)ccc3C)on2)CC1,-6.2,72.7*
CC(NC(=O)Cc1cccs1)C(c1cccs1)N1CCN(c2ccccc2)CC1 (centres undefined),13.5,-6.9
COc1cc(Sc2ccc(C)cc2)c(OC)cc1N,0.2,-2.3
CCN1/C(=C/C=C/c2sc3ccccc3[n+]2CC)Sc2ccccc21,-163.3,-69.9
CC1=C(C(=O)Nc2ccccc2)C(c2ccco2)NC(=S)N1 (centres undefined),3.1,-2.0
O=C1C(Cl)=C(N2CCCCC2)C(=O)C(Cl)=C1c1cnc(N2CCCCC2)s1,3.4,1.4
CCNC(=S)NNC(=O)c1cc(C2CC2)nc2ccccc12,-5.3,-5.0
Nc1nonc1-n1nnc(C(=O)N/N=C/c2ccoc2)c1CSc1ccccc1,-2.2,2.2
O=C(Nc1nc(-c2cccs2)c(-c2ccccc2)s1)c1ccco1,-9.1,-9.4
Nc1ccc(SC(F)(F)F)cc1C(=O)c1ccccc1,30.2,-10.5
COC(=O)c1ccc(C(C(=O)NCc2ccccc2)N(Cc2cccs2)C(=O)c2cnccn2)cc1 (centres undefined),4.1,-5.4
Cn1c(=O)c2c(nc(NCC3CCCO3)n2Cc2ccccc2)n(C)c1=O (centres undefined),-9.9,-0.1
COc1cc(-c2noc(-c3ccccc3C(=O)NCc3ccco3)n2)cc(OC)c1OC,100.2*,-7.1
CC(C)Cn1c(SCC(=O)NC(=O)Nc2ccc3c(c2)OCCO3)nc2ccccc2c1=O,-5.1,6.2
CC1=NN(C(C)C)C(=O)C1,13.6,-10.0

(more compounds)
SMILES | Statin myotox sup | esBAF inh
O=C(CCSc1nc(-c2ccco2)cc(C(F)(F)F)n1)NCCc1ccccc1 | 54.1 | 19.6
COc1ccc(N2CCN(C(c3cccs3)C(C)NS(=O)(=O)c3ccccc3)CC2)cc1 (centres undefined) | 3.2 | -4.6
O=C(CCc1nnc2n(Cc3ccc(Cl)cc3)c(=O)c3ccccc3n12)N1CCN(c2ccccn2)CC1 | -13.3 | 5.1
COc1cc2[nH]c(=O)n(CCC(=O)NC3CCCC3)c(=O)c2cc1OC | -5.1 | -0.3
CCOc1ccc(S(=O)(=O)N2CCN(Cc3ccccc3)CC2)c2cccnc12 | 3.7 | -1.9
CCC(C)[C@H](NC(=O)Nc1ccc(C(C)=O)cc1)C(=O)OC (some centres undefined) | 92.6* | -1.4
Cc1ccc(OCC(=O)O)c(-n2nc3ccccc3n2)c1 | 6.8 | -5.9
O=C1CCCc2nc(N3CCN(c4ccccc4)CC3)ncc21 | -21.3 | 36.8
CCOC(=O)CSc1nc(N)c(C#N)c(-c2ccc(OCC)cc2)c1C#N | 0.0 | -2.3
CCOC(=O)C(CC)Sc1nc2c(c(=O)[nH]c(=O)n2C)n1C/C=C(/C)Cl (centres undefined) | -14.3 | -4.2
COc1ccc(C2C3=C(CCCC3=O)Nc3c(-c4ccccc4)c(C)nn32)cc1 (centres undefined) | 4.5 | -5.6
c1ccc(-c2csc(Nc3cccnc3)n2)nc1 | -30.8 | 61.1*
Cc1cc(CSc2ccccc2)ccc1NC(=O)c1ccc(Cl)c([N+](=O)[O-])c1 | -7.0 | 2.3
CCC(C(=O)NCc1ccco1)N(C(=O)CNS(=O)(=O)c1ccccc1)c1ccc(OC)cc1 (centres undefined) | 14.5 | -1.0
c1ccc2nc(N3CCOCC3)c(N3CCOCC3)nc2c1 | -25.4 | -5.3
CCCOC(=O)CSc1nnc(-c2ccccc2Cl)o1 | 35.9 | -5.0
CC(CN1CCOCC1)OC(=O)C(c1ccccc1)c1ccccc1 (centres undefined) | 10.4 | -0.5
O=C(/C=C1\NCC2c3ccccc3CCN2C1=O)c1ccccc1 (centres undefined) | 9.2 | 48.8*
CC(=O)c1c(C)oc2ccc(N(C(C)=O)S(=O)(=O)c3ccc(Cl)c([N+](=O)[O-])c3)cc12 | 30.6 | -3.1
CCOc1ccc(NC(=O)Cn2nnc(-c3ccccc3F)n2)cc1 | 1.0 | 4.0
CSc1ccc2[nH]c(=O)cc(C)c2c1 | -5.2 | -3.5
CC1(C)C2CCC13CS(=O)(=O)NC3C2 (centres undefined) | -20.4 | 1.4
CCC(=O)Oc1ccc2c(C)cc(=O)oc2c1C | 11.8 | -3.7
COCc1nnc(SCC(=O)Nc2cccc(Cl)c2C)n1-c1ccccc1 | 12.4 | 4.6
O=C1C2C3C=CC(C3)C2C(=O)N1c1cccc(-c2nc3ccccc3o2)c1 (centres undefined) | -3.5 | -3.0
COC(=O)c1c(NC(=O)CN2CCC(C(N)=O)CC2)c2c(C)cccc2n1C | -9.3 | -6.2
N#Cc1cccc2c1-c1ccccc1/C2=N/NC(N)=S | 13.8 | -23.6
O=S(=O)(Cc1cc(Cl)nc(-c2cccnc2)n1)c1ccccc1 | 4.4 | 1.4
Cc1cc(OCC(=O)Nc2ccc(N3CCCC3)cc2)cc(C)c1Cl | 9.2 | 4.1
CCC(C)C1NC(=S)N(Cc2ccccc2)C1=O (centres undefined) | -14.6 | 6.6
CC1(C)Cc2c(c(N3CCOCC3)nc3sc(-c4ccc(C(=O)O)o4)c(N)c23)CO1 | -2.7 | -3.1
CC1(c2cccs2)CC(c2cccs2)=C(C#N)C(=O)N1 (centres undefined) | 26.0 | 2.6
CC(=O)Nc1ccc(S(=O)(=O)N2CCN(C(=O)N3CCOCC3)CC2)cc1 | 22.6 | -10.1
COc1cc2c(cc1OC)C(c1ccsc1)CC(=O)N2 (centres undefined) | -2.5 | -2.8
Cc1ccc2c(CSc3nnc(C4CC4)n3N)cc(=O)oc2c1C | 26.6 | 23.2
Cn1c(SC2CCCCC2=O)nnc1-c1ccncc1 (centres undefined) | 10.4 | -5.5
CC1CCN(c2ccc(-c3ccc(NC(=O)C(F)(F)F)cc3)nn2)CC1 | -2.5 | -69.5
COC(=O)c1[nH]c2ccc(F)cc2c1NC(=O)Nc1ccc(OC)cc1 | -5.2 | -4.5
COc1ccc2c(c1)OC[C@H]1[C@H]2N2C(=O)c3cc(Cl)ccc3NC(=O)[C@@]2(C)[C@H]1c1ccccc1 | -7.6 | -13.8
CC(NC(=O)CCOc1ccccc1)c1ccccc1 (centres undefined) | -12.4 | 16.9
CCC1CCCCN1S(=O)(=O)c1ccc(C(=O)Nc2nnc(-c3cccs3)o2)cc1 (centres undefined) | -4.7 | -12.6
CCOC(=O)c1ccc(NC(=O)CC2Sc3ncnn3C2=O)cc1 (centres undefined) | 0.2 | 3.6
COCCNC(=O)c1ccccc1NC(=O)c1ccc(Cl)c(S(=O)(=O)Nc2ccc(C)cc2C)c1 | -2.4 | 0.0
O=C(CCNS(=O)(=O)c1ccc2[nH]c(=O)oc2c1)Nc1ccccc1 | 0.8 | -9.4
O=C(CSCCc1ccccn1)Nc1ccccn1 | 6.9 | 4.8
CCOC(=O)c1nc2sc3c(c2c(=O)[nH]1)CCCC3 | 7.5 | -11.8
CCOc1ccc(C2NC(=O)c3ccccc3O2)cc1 (centres undefined) | -0.7 | -4.4
Cc1cccc(CN2CCC(CNC(=O)C3CCCN(S(=O)(=O)c4cnc[nH]4)C3)CC2)c1 (centres undefined) | 1.3 | 0.1
Nc1ccc(-c2c3ccc(=O)cc-3oc3cc(O)ccc23)c(C(=O)O)c1 | -4.3 | 0.0
O=C(Nc1ccccc1)N1CCCC(c2nc(-c3ccc(F)cc3)no2)C1 (centres undefined) | 7.7 | 22.3
CN(C1CCCCC1)S(=O)(=O)c1ccc(-n2cnnn2)cc1 | -0.8 | 6.0
CCC(C)NC(=O)c1ccccc1NS(=O)(=O)c1ccc(OC)c(OC)c1 (centres undefined) | -3.2 | 8.8
Cc1nc2c(-c3ccc(F)cc3)c(C)nn2c(N2CCOCC2)c1C | -9.0 | -0.5
CC1CC(=O)c2cnc(NCC3CCCO3)nc2C1 (centres undefined) | -0.3 | 4.5
CS(=O)(=O)Nc1ccc(N2CCCCC2)c(Cl)c1 | 16.9 | 1.7
O=C(OCCOc1ccccc1Cl)c1ccc(-n2cnnn2)cc1 | -4.6 | 10.8
CSc1ccc(C(=S)N2CCN(C)CC2)cc1 | 8.1 | 0.1
COc1ccc(Cn2c(CCC(=O)N3CCN(c4ccccn4)CC3)nc3ncccc3c2=O)cc1 | 87.6* | -0.9
CCCCCCn1c(CN2CCN(C(=O)OCC)CC2)nc2c1c(=O)n(C)c(=O)n2C | 10.7 | -5.4
COC(CNC(=O)c1cc(C(=O)c2c(-c3c(Cl)cccc3Cl)noc2C)c[nH]1)OC | 3.7 | 2.4
(next part)
SMILES | Statin myotox sup | esBAF inh
CCOC(=O)c1cnc(SCC(=O)c2ccc(C)cc2)nc1N | -2.8 | 0.5
CCc1ccc(/C=C2\SC(=S)N(CCCC(=O)Nc3ccccn3)C2=O)cc1 | -0.7 | -74.8
Cc1nnc(SCC(=O)Nc2ccc(Cl)cn2)[nH]c1=O | 5.8 | -10.5
CCN1C(=O)c2cccc3c(S(=O)(=O)Nc4ccncc4)ccc1c23 | -0.2 | -10.8
COc1cc(N)cc(NC(=O)c2ccncc2)c1 | -8.9 | 13.0
Cc1ccc(S(=O)(=O)N(CC(=O)N/N=C/c2ccco2)Cc2ccccc2)cc1 | -0.5 | -1.3
O=C1CC(c2ccco2)Cc2nc(NCC3CCCO3)ncc21 (centres undefined) | -2.4 | 6.2
CC(C)Oc1cccc(C(=O)NC(=S)Nc2cccc(C(F)(F)F)c2)c1 | -54.3 | -5.6
CC1(C)CC(=O)C2=C(C1)N(C1CCCCC1)C(=O)C2(O)C(F)(F)F (centres undefined) | 1.2 | 3.6
COc1ccc2cc3cc(C(=O)N(C)C4CCCCC4)oc3nc2c1 | -27.8 | 50.6*
Oc1cccc(N2Cc3ccccc3C2)c1 | 2.8 | 20.9
CCCN(CCC)C1CC(=O)N(Cc2ccccc2)C1=O (centres undefined) | -2.2 | 3.5

Bioassay records (PubChem BioAssay)
